# Assay outcomes deposited in PubChem by several laboratories.
# PrPC surface inh: reduces human prion protein on the cell surface. cell surface PrPC, TR-FRET read-out. AID 720596. 370,000 tested, 0.43% active. inhibition, % at 13.8 µM. P04156; in the data active = inhibition above about 24%; also: 0% = median of the test wells and 100% = reference compound wells
# Rv3671c protease: inhibitors of M. tuberculosis serine protease Rv3671c. AID 2606. 320,000 tested, 0.048% active. inhibition, % at 5.96 µM. P9WHR9; in the data active = inhibition above about 38%;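 also: extracellular domain of Rv3671c used as enzyme; 0% = enzyme with DMSO and 100% = no enzyme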
# SARS 3CLpro inh: SARS-CoV 3CLpro protease inhibition. 290,000 tested, 0.14% active. inhibition, % at 6 µM. recombinant SARS-CoV 3CLpro, quenched FRET peptide cleavage. P0C6X7; in the data active = inhibition above about 12%
# BoNT A protease: BoNT A light chain protease inhibition; multiplex microsphere protease substrate cleavage, flow cytometry; inhibition, % at 10 µM; 360,000 tested, 0.17% active; AID 588499; also: plate controls were buffer without enzyme for full effect and enzyme alone for no effect
# Anthrax LF prot: blocks Bacillus anthracis lethal factor protease. P15917. multiplex microsphere protease cleavage assay, LF. inhibition, % at 10 µM. 360,000 tested, 0.12% active. AID 588501; also: plate controls were buffer without enzyme for full effect and enzyme alone for no effect
# Target sequence (P15917 whole entry, looked up): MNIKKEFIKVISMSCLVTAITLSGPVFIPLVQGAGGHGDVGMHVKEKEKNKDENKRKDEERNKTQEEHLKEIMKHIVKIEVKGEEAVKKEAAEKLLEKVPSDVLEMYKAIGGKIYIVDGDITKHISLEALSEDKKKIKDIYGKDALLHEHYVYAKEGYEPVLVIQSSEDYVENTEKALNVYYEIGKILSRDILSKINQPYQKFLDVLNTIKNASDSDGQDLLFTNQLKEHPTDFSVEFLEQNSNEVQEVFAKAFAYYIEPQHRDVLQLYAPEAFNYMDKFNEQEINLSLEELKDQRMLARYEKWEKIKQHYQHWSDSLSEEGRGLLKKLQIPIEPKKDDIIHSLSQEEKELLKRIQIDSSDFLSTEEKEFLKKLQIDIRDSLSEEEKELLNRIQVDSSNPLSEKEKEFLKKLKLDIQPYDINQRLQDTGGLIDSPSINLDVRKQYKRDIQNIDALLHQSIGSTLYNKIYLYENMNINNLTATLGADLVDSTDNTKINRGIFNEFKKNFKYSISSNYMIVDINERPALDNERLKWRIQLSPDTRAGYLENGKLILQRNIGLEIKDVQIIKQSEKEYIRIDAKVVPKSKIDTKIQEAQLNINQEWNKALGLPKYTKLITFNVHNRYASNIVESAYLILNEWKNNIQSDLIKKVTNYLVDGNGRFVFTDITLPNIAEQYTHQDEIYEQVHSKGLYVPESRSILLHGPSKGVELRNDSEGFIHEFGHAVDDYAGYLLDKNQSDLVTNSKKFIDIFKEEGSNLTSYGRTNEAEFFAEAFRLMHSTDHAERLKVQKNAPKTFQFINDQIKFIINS
# PriA SSB inh: blocks PriA binding to SSB C-terminal tail. AlphaScreen SSBct-PriA binding, biotinylated peptide. inhibition, % at 33 µM. 430,000 tested, 0.6% active. AID 1272365; in the data active = inhibition mostly above about 37%, no sharp cut-off; inactive = mostly below about 20%;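 also: plate controls were negative control peptide for no effect and reference peptide for full effect; strong numbers were not always called active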
# CCHFV vOTU inh: CCHFV vOTU protease inhibition; 370,000 tested, 0.55% active; inhibition, % at 11.5 µM; Pep-AMC fluorescence; in the data active = inhibition above about 30%; also: 0% = vehicle wells with enzyme and 100% = no enzyme wells
# MazEF act: activators of E. coli MazEF toxin-antitoxin RNase. activation, % at 20 µM. P0AE70. FAM/BHQ RNA-DNA oligo cleavage fluorescence, 5 h. AID 504720. 350,000 tested, 0.32% active; in the data active = activation above about 50%
# VHR inh abs: blocks human VHR1 dual specificity phosphatase; recombinant VHR phosphatase, pNPP absorbance; inhibition, % at 13.3 µM; 290,000 tested, 0.52% active; in the data active = inhibition above about 50%; also: some compounds called inactive have numbers as strong as hits
# BoNT-F LC inh: inhibitors of Botulinum neurotoxin F light chain protease; Multiplex microsphere protease cleavage assay, flow cytometry; inhibition, % at 10 µM; 360,000 tested, 0.22% active; AID 588497; in the data active = inhibition above about 35%, passing the limit was not always enough; inconclusive = no clear call, values can overlap the other calls; also: plate controls were buffer without enzyme for full effect and enzyme alone for no effect
# * marks the source's active call; other numbers are inactive results; ? = inconclusive; nt = no result given. Rule as the data show it, unless noted: active = inhibition above about 30%; inconclusive = no clear call, values can overlap the other calls; inactive = below that.
structure,PrPC surface inh,Rv3671c protease,SARS 3CLpro inh,BoNT A protease,Anthrax LF prot,PriA SSB inh,CCHFV vOTU inh,MazEF act,VHR inh abs,BoNT-F LC inh
NC(=O)NC(=O)COC(=O)CCCc1c[nH]c2ccccc12,5,4,2,-0.2,1,5,1,0,1,4
CCOC(=O)c1[nH]c(C(=O)O)c(CCN(CC)CC)c1C,-6,-3,4,1.0,-2,-13,-3,-4,16,0
COc1ccc(NC(=O)Nc2ccccc2OC)cc1,11,7,4,-1.1,-1,-3,0,1,22,-10
O=C(NCCO)c1nc2ccccc2s1,3,-4,2,-0.5,-5,-20,3,-4,22,-12
Cc1cc(C)c2oc(C(=O)Nc3ccc(S(=O)(=O)N4CCCC(C)C4)cc3)cc(=O)c2c1 (centres undefined),5,-5,6,0.5,2,-10,0,-3,2,0
Cc1ccc(NC(=O)c2ccc(CSc3nnc(C)s3)cc2)c(C)c1,10,1,1,0.0,2,-28,4,6,16,4
Cc1cn(C2C=CC(CO)O2)c(=O)[nH]c1=O (centres undefined),-1,-5,4,-0.1,6,-14,-1,2,-8,6
Cc1ccc(NC(=O)CN(C)C(=O)c2sc3cc(Cl)ccc3c2Cl)cc1,-4,-6,nt,2.7,0,-7,3,21,nt,0
Cc1[nH]nc(SCC(=O)NC2CCCC2)c1[N+](=O)[O-],-2,-20,0,1.2,-7,0,-5,-7,1,-8
COc1ccc(S(=O)(=O)N(C)CC(=O)O)c2ccccc12,3,-1,-2,0.3,4,-14,10,-5,-4,4
C=CCNC(=O)c1onc(CS(=O)(=O)c2cc(C)cc(C)c2)c1C(=O)NCC=C,6,0,nt,0.1,6,-4,12,5,nt,8
COc1cc(CN2CCCC(C(=O)Nc3cccc(-n4cccn4)c3)C2)ccc1F (centres undefined),-4,-9,-6,-0.8,-5,-10,6,-6,-6,-6
O=NN(CCF)C(=O)NC1CCC(=O)NC1=O (centres undefined),3,nt,nt,-0.1,-6,nt,-6,nt,nt,-7
N/C(=N\OC(=O)COc1ccc(Cl)cc1Cl)c1ccccn1,12,4,4,-0.3,-3,nt,5,1,15,-2
Cn1nnnc1SCc1cc(=O)n2ccsc2n1,-3,-9,1,0.1,2,1,-10,0,21,2

# Continued:
structure,PrPC surface inh,Rv3671c protease,SARS 3CLpro inh,BoNT A protease,Anthrax LF prot,PriA SSB inh,CCHFV vOTU inh,MazEF act,VHR inh abs,BoNT-F LC inh
CC(C)(C)NC(=O)Cn1nnc(-c2ccccc2Cl)n1,-3,7,-8,0.1,1,-20,0,11,6,-4
NC(=O)CSc1nccn1Cc1ccc2c(c1)OCO2,-6,-1,9,0.4,-2,-2,-11,12,-2,2
CCn1c(/C=C/N(C(C)=O)c2ccccc2)[n+](CC)c2ccc(Cl)cc21,0,-9,2,0.1,-5,-10,19,-6,17,-12
Cc1ccc(C(c2sc3ncnn3c2O)N2CC(C)CC(C)C2)cc1 (centres undefined),-2,1,2,-0.5,3,8,5,2,3,-11
COc1ccc(N(C(=O)C2CSC(=O)C2)C(C(=O)NC(C)(C)C)c2ccncc2)cc1 (centres undefined),3,1,-4,0.1,-8,12,-9,-2,21,1
CC(C)N(C(=O)Cn1c(Cl)nc2ccccc21)C(C)C,8,14,1,-1.8,0,-6,-5,1,11,-2
COCc1cccc(-c2csc(C(C)(O)c3cccc(F)c3)n2)c1 (centres undefined),12,nt,nt,0.4,-4,nt,-9,nt,nt,1
COc1ccc(-c2cc(C(=O)Nc3ccccc3N3CCOCC3)c3ccccc3n2)cc1OC,6,-27,4,0.5,-6,-21,-13,3,15,-1
COc1ccc(S(=O)(=O)Nc2cccc(S(=O)(=O)N(C)C)c2)cc1[N+](=O)[O-],0,nt,nt,-2.2,3,-1,15,-4,nt,-4
COc1ccc(OC)c2sc(NC(=O)C3=COCCO3)nc12,-1,12,3,-0.7,3,-11,17,5,5,-3
C=CCNC(=S)NNC(=O)c1csc(CC)c1,7,2,-4,-0.3,0,-15,-6,2,2,-5
C[C@H](CO)N1C[C@H](C)[C@@H](CN(C)CC2CC2)Oc2c(NS(=O)(=O)c3ccc(F)cc3)cccc2C1=O,1,-2,nt,-0.1,-3,-9,3,-13,nt,-2
C/C(N)=C(/C#N)C(=O)CSc1nn(-c2ccc(Cl)cc2)c(=S)s1,22,-15,-2,0.1,-7,-8,17,11,1,5
O=C(NCc1ccco1)c1ccc(-c2ccc(F)c(F)c2)c2ccoc12,-3,nt,nt,-0.4,-4,nt,-10,nt,nt,2
CC(NC(=O)c1ccc(F)cc1)c1ccc2c(c1)CCCC2 (centres undefined),7,-1,2,-0.6,-8,6,9,2,14,-7

# Going on with the list:
structure,PrPC surface inh,Rv3671c protease,SARS 3CLpro inh,BoNT A protease,Anthrax LF prot,PriA SSB inh,CCHFV vOTU inh,MazEF act,VHR inh abs,BoNT-F LC inh
Cc1cc(C)nc(SCCCn2c(=O)[nH]c3ccccc32)n1,5,4,2,-1.4,-4,1,6,8,15,-7
CC1(C)CC(=O)c2c(nc3ccccc3c2N)C1,6,-7,-1,0.3,1,-21,-7,-6,-9,-3
CNC[C@H](CC1CCCCC1)NC[C@H](Cc1ccccc1)NCCC12CC3CC(CC(C3)C1)C2,-3,10,4,0.0,-4,12,6,-20,21,-53
O=C(CCc1ccccc1)Nc1ccnn1C1CCN(Cc2ncc[nH]2)CC1,-3,9,0,1.2,0,-4,2,-6,15,-4
CCOc1cc([N+](=O)[O-])cc2c1C(=O)Nc1ccccc1O2,-6,-4,2,1.3,3,17,5,-38,20,3
CCn1c(O)c(C=Nc2ccc(S(N)(=O)=O)cc2)c(=O)[nH]c1=S,-1,-24,2,-0.8,-1,-10,-2,3,3,-4
COc1ccc(C(=O)C23CN4CN(CN(C4)C2)C3)cc1,-7,9,1,-0.2,-4,5,-17,4,16,2
O=C(CSc1nccn1-c1ccccc1)c1ccc(Br)cc1,0,1,3,0.7,-3,13,3,18,19,17
Cc1ccc(-c2nnc(Nc3ccc(C(N)=O)cc3)c3ccccc23)cc1S(=O)(=O)NCC1CCCO1 (centres undefined),-14,-20,0,1.8,1,-1,-5,8,-17,-6
COc1ccc(NS(=O)(=O)c2ccc(NC(=O)C(CCSC)NC(N)=O)cc2)cc1 (centres undefined),9,4,1,-0.1,-1,-10,-16,-9,-12,-9
CCc1ccccc1N(CC(=O)N1CCc2ccccc2C1)S(C)(=O)=O,-4,-1,3,-2.3,-7,4,11,6,-1,?
C=CCc1cc(C=O)cc(OC)c1OCc1ccc(Cl)cc1,6,-1,3,-0.6,-4,-61,13,-12,20,-5
O=C(CN1C(=O)C2CCCCC2C1=O)OCn1nnc2ccccc2c1=O (centres undefined),0,6,-4,0.1,-2,-5,6,0,22,-1
O=C(NCC(c1cccs1)N1CCOCC1)c1ccccc1NS(=O)(=O)c1cc([N+](=O)[O-])ccc1Cl (centres undefined),0,0,4,-0.3,-1,-1,-1,-2,9,-1
Cc1nonc1NC(=O)Nc1cccnc1,4,8,-3,1.2,-6,-17,-10,5,45,7

# Further entries.
structure,PrPC surface inh,Rv3671c protease,SARS 3CLpro inh,BoNT A protease,Anthrax LF prot,PriA SSB inh,CCHFV vOTU inh,MazEF act,VHR inh abs,BoNT-F LC inh
CC(=O)Nc1ccc(S(=O)(=O)N2CCN=C2SCc2ccc(C)cc2)cc1,6,-9,5,-1.1,-1,8,-1,-2,-9,-1
CC(C)(C)c1ccccc1NC(=O)c1ccc2c(c1)SC1=NS(=O)(=O)CCN12,9,10,-3,1.4,-4,10,-3,2,-7,-2
COc1ccc(C(=S)N2CCOCC2)cc1OC(=O)c1ccc([N+](=O)[O-])cc1[N+](=O)[O-],-13,1,5,-2.8,-6,11,8,-4,-4,-5
Cn1cc(C(=O)NP(=O)(N2CCOCC2)N2CCOCC2)c2ccccc21,0,1,1,-0.2,-2,1,-6,3,24,-3
O=C(c1ccc(Cl)cc1)C1CCCN(Cc2ccc(Oc3ncccn3)cc2)C1 (centres undefined),-6,2,0,0.5,-8,3,-7,-11,-1,-3
COC(=O)C1=C(CS(=O)(=O)c2ccccc2)NC(=O)NC1c1ccccc1 (centres undefined),-2,0,1,-0.1,1,-3,11,7,9,9
CCN(CC)S(=O)(=O)c1cc(NC(=O)C(C)N2CCN(Cc3ccc4c(c3)OCO4)CC2)ccc1C (centres undefined),-11,-4,-2,0.3,4,6,5,3,2,6
COc1ccc(/C=N/NC(=O)c2cccnc2)cc1,-2,-2,4,-2.5,-5,nt,3,12,26,-20
O=C(CN1CCN(c2ncccn2)CC1)NCc1ccccc1,2,11,1,0.6,1,-22,13,4,-23,5
CCCc1cc(=O)[nH]c(SCC(=O)c2cc(C)n(CC3CCCO3)c2C)n1 (centres undefined),0,2,nt,-0.9,-5,-1,-4,-4,nt,-15
Cc1nc2nc(C)c(NS(=O)(=O)c3ccc(C4CCCCC4)cc3)c(=O)n2[nH]1,-4,6,9,-2.8,23,-7,2,8,20,-10
CCC1=C2CC[C@H]3C(=O)N(c4ccccc4)C(=O)[C@H]3[C@H]2[C@@]2(C)C(=NCc3ccccc3)OC(=O)N2C1=O,8,-5,nt,-0.5,-2,-2,-4,4,-4,-6
CSCCC(NC(=O)COc1ccccc1)C(=O)N1CCCCCC1 (centres undefined),1,1,nt,-1.8,-6,7,-16,3,nt,2

# A portion of the library (hit frequency here may not be typical).
